Source: PubChem BioAssay
mHTT-CaM PPI inh: mHTT-calmodulin interaction abrogation | inhibition, % at 15 µM | P42858 | hit rate 3.6% among 190,000 | AlphaScreen His-mHTT/GST-CaM binding, luminescence | AID 1671202;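 further: 0% = both proteins with DMSO and 100% = one protein alone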
Pf apPOL inh: Pf-apPOL DNA polymerase inhibition; inhibition, % at 10 µM; hit rate 0.25% among 210,000; AID 1794808; Recombinant Pf-apPOL, molecular beacon fluorescence, 1.5 h
* marks the source's active call; other numbers are inactive results; . = no result given; & = joins results of further samples. No stated cut-off is given here; in the data, active means inhibition above about 50%; inactive means the rest.

Start of the listing, in advance, 3 compounds:
SMILES	mHTT-CaM PPI inh	Pf apPOL inh
CCOC(=O)c1cn(-c2ccc(Cl)cc2)nn1	.	-30
COc1ccc(-c2cc3nc4c(c(=O)n3[nH]2)CN(S(=O)(=O)c2cccs2)CC4)cc1	16	5
CCOc1cc(N2CCCC2)ccc1[N+](=O)[O-]	7	1

The list itself, repeating the preview:
SMILES	mHTT-CaM PPI inh	Pf apPOL inh
CCOC(=O)c1cn(-c2ccc(Cl)cc2)nn1	.	-30
COc1ccc(-c2cc3nc4c(c(=O)n3[nH]2)CN(S(=O)(=O)c2cccs2)CC4)cc1	16	5
CCOc1cc(N2CCCC2)ccc1[N+](=O)[O-]	7	1
Cc1ccc(Cn2c(=O)cc(C(=O)N3CCC4(CC3)OCCO4)c3ccccc32)cc1	59*	1
COc1cc(OC)c2ccc(=O)oc2c1C(CCN1CCN(c2ccccc2)CC1)c1ccc2c(c1)OCO2 (stereo not drawn)	73*	-6
Cc1ccc(NC(=O)CN2CCC(C(=O)NCc3nc(-c4ccccc4)no3)CC2)c(C)c1	-8	-8
Cc1ccc(NC(=O)C(NS(=O)(=O)c2cccs2)C(C)C)cc1F (stereo not drawn)	-6	3
CC1CCCCN1S(=O)(=O)c1ccc(F)c(C(=O)Nc2ccc(F)c(F)c2)c1 (stereo not drawn)	-5	-1
O=C(Oc1coc(CSc2ncccn2)cc1=O)c1c(F)cccc1F	1	3
COc1cccc(Oc2nc(N)[nH]c(=O)c2I)c1	-4&-7	-5&-2
COc1ccc(CN2COc3ccc4c(c3C2)OC(=Cc2ccncc2)C4=O)cc1	4	1
COc1ccc2c(c1)N1CCN(c3ccc(C)cc3)CC1C(C(=O)NCC(C)C)C2 (stereo not drawn)	14	-1
CCc1cccc(CC)c1NC(=O)c1c(-c2ccccc2Cl)noc1C	-4	1
O=C(Nc1ccc(F)cc1)C1CCN(c2cc(N3CCSCC3)ncn2)CC1	7	-2
COC(C)(C)c1cc(-c2ccc([N+](=O)[O-])cc2)nc(N)n1	-1	-4
C=CCc1c(C)c(C#N)c2nc3ccccc3n2c1NCCOCCO	-18	-16
CCc1ccccc1NC(=O)Cn1c(C(C)C)nc2c(c1=O)CCN(Cc1ccccc1)C2	2	7
COC1CCN(C(=O)c2ccc(C#N)cc2)CC1	-1	-2
Cc1ccc(NC(=O)N2CCC(c3nc(C(=O)N(C)C)c(C)o3)CC2)cc1C	2	-5
CC(C)N(C(=O)c1ccc(C(C)(C)C)cc1)C(C)C	-13	-4
CCCC(=O)N1c2ccccc2-c2nnc(SC)nc2OC1c1ccccn1 (stereo not drawn)	-6	-58
O=C(Nc1ccc(F)cc1F)c1c(O)c2cccnc2n(-c2cccc(F)c2)c1=O	-4	-3
COc1cc(OC)c(NC(=O)C(C)Oc2ccc(Cl)cc2Cl)cc1Cl (stereo not drawn)	-4	-4
CCn1cc(C2=CCN(C(=O)Nc3ccc(OC)c(F)c3)CC2)c2cccnc21	19	-7
Cc1cc(Br)ccc1OCC(=O)Nc1ccc2c(c1)OCCO2	3	-9
COc1ccc(NC(=O)COc2ccccc2[N+](=O)[O-])cc1Cl	8	-1
O=[N+]([O-])c1c(NC2CC2)ncnc1NC1CC1	-6	-1
Cc1ccc(-c2nc(C3CCN(S(=O)(=O)c4ccc(F)c(Cl)c4)CC3)no2)cc1	-11	-3
CCC1=NN(C(=O)COc2ccccc2C)C(O)(C(F)(F)F)C1 (stereo not drawn)	-10	-3
Cc1nc(C(=O)N2CCCC(c3nnc(-c4cccs4)o3)C2)cs1 (stereo not drawn)	-6	-5
COC(=O)c1cccc(NC(=O)N2CCc3cn(C)c4cccc(c34)C2)c1	10	-1
CCOC(=O)c1cc2c(ccc3ccccc32)oc1=O	6	-1
Cc1cc2ncn(S(=O)(=O)c3ccc(Br)cc3)c2cc1C	-4	-6
O=C(c1ccc(OC(F)(F)F)cc1)c1ncc[nH]1	.	-11
CN(C)C(=O)c1cc2c(s1)CCC(C(=O)Nc1cc(Cl)ccc1F)C2 (stereo not drawn)	3	-4
CCNC(=O)N1CCN(c2nc(C)nc(C(C)(C)C)c2Cc2ccccc2F)CC1	-4	-1
COc1ccc(NS(=O)(=O)c2cc(Br)cc3c2N(C(C)=O)C(C)C3)c(OC)c1 (stereo not drawn)	23	12
O=C(COc1ccccc1N1C(=O)C2C3C=CC(C3)C2C1=O)c1ccc(Cl)cc1 (stereo not drawn)	0	-7
CC1CCC2(CC1)CCN(CCCOC(=O)Nc1ccc3c(c1)OCO3)C2=O (stereo not drawn)	12	2
Cc1ccc(Nc2nc(N)nc(CSc3nc4ccccc4[nH]3)n2)cc1	28	4
COc1ccc(CNS(=O)(=O)c2ccc(F)c(C(=O)Nc3ccc(F)c(F)c3)c2)cc1	-1	-2
COc1ccc(C2CC(c3cc(F)ccc3O)=NN2)c(OC)c1 (stereo not drawn)	56*	-10
COc1cc(Nc2nc(-c3cc(C)ccc3C)cs2)c(OC)cc1Cl	74*	-1
O=C(Nc1ccccc1F)C1CCN(c2cc(C(=O)N3CCCC3)ccn2)CC1	5	-1
COc1ccccc1CCC(=O)N1CCc2nc3cc(-c4ccccc4)[nH]n3c(=O)c2C1	3	-1

3 entries picked at random from those above, as already listed:
SMILES	mHTT-CaM PPI inh	Pf apPOL inh
O=C(Nc1ccccc1F)C1CCN(c2cc(C(=O)N3CCCC3)ccn2)CC1	5	-1
COc1ccc(C2CC(c3cc(F)ccc3O)=NN2)c(OC)c1 (stereo not drawn)	56*	-10
CCNC(=O)N1CCN(c2nc(C)nc(C(C)(C)C)c2Cc2ccccc2F)CC1	-4	-1

The listing continues:
SMILES	mHTT-CaM PPI inh	Pf apPOL inh
Cc1nnsc1C(=O)NCC1CCN(Cc2ccco2)CC1	-9	-4
Cc1ccc(CNC(=O)C(=O)NCC(F)(F)F)cc1	-14	-4
CC1CCCC(C)N1C(=C(Cl)Cl)C(=C1NCCN1)[N+](=O)[O-] (stereo not drawn)	1	1
Cn1c(C(=O)NCc2ccco2)cc2c1CCN(Cc1ccccc1)C2	48	-1
COc1cc(C2SCC(=O)N2CCN2CCCCC2)cc([N+](=O)[O-])c1O (stereo not drawn)	2	1
COc1ccc(C(F)(F)F)cc1NC(=O)CSc1ccncn1	-14	-10
OC(COc1ccc2c(c1)OCO2)CN1CCN(c2cccc(Cl)c2)CC1 (stereo not drawn)	32	-2
COc1cc(C2CC(=O)Nc3n[nH]c(-c4ccccc4)c32)cc(OC)c1OC (stereo not drawn)	100*	-5
CN(C)Cc1cc(Cl)ccc1O	-3	2
O=C(c1ccccc1)N1CCOCC1	-5	2&2
CCN(CC)c1ccc(/C=C(\C#N)c2[nH]nc(N)c2C#N)c(OC)c1	60*	0
Cc1c(C)c(C)c(C(=O)CCc2cccc(N=Cc3cccs3)c2)c(C)c1C	.	-1
CCn1c(/C=C2\C(=O)N(Cc3ccccc3)c3ccccc32)nc2ccccc2c1=O	33	-2
C=CCc1ccc(Oc2nc3ccccc3n3c(C)nnc23)c(OC)c1	1	-1
O=C(Oc1ccc(Oc2ccccc2)cc1)N1CCC(O)CC1	.	-4
COCCCNC(=O)c1cc2c(=O)n3cccc(C)c3nc2n(CC2CCCO2)c1=N (stereo not drawn)	3	-1
COc1cccc(NC(=O)c2ccc(SC)cc2OC)c1	-8	-5
O=[N+]([O-])c1cc(-c2nc(-c3cc(C(F)(F)F)cc(C(F)(F)F)c3)no2)cs1	.	1
COC(=O)c1cc(Nc2ccccc2F)c2cccc(F)c2n1	-14	0
O=C(Nc1cc(-c2ccccn2)no1)c1ccc(Br)cc1	2	2
Cc1occc1C(=O)N1CCN(c2ccc([N+](=O)[O-])cc2)CC1	27	-2
COc1ccc(Cc2nnc(NC(=O)c3cccc(F)c3)s2)cc1	2	-6
COc1ccc(-c2noc(C3CCCN3C(=O)c3ccc(C)c(F)c3)n2)cc1 (stereo not drawn)	8	0
Cc1cccc(NC(=O)N2CCC(c3cc(N)on3)CC2)c1	-5	1
CC1=C(C(=O)Nc2cccnc2)C(c2ccccn2)n2nc(-c3ccccc3)nc2N1 (stereo not drawn)	6	6
CC(C)Cc1ccc(C(C)C(=O)NNC(=O)c2ccccc2Cl)cc1 (stereo not drawn)	.	3
CC(=O)C(C)=NNC(=O)Cc1cccs1	.	-15
N#Cc1c(SCc2ccccc2F)nsc1SCc1ccccc1F	-66	.
CC1N=C(SCC(=O)c2ccc(F)cc2)N2C(C)N=C(SCC(=O)c3ccc(F)cc3)N12 (stereo not drawn)	.	-11
Cc1cc(C)nc(SCC(=O)Nc2ccccc2C(=O)O)n1	-5	-3
Cc1oc(C2CCN(C(=O)CCC(=O)c3ccc(F)cc3)CC2)nc1C(=O)N(C)C	6	2
O=C(Nc1ccc2nccnc2c1)c1cccnc1Oc1ccc(Cl)cc1	.	-3
COc1ccc(-c2cc(C(F)(F)F)n3nc(C(=O)N4CCCCCC4)cc3n2)cc1	-42	-4
O=C(NCc1ccc(F)cc1)C(=O)NCC(c1ccsc1)N1CCOCC1 (stereo not drawn)	-13	-4
CCc1nc2c(NC(=O)C(C)(C)C)cccn2n1	-8	-2
CNC(=O)c1cc(NC)nc2c(Cl)cccc12	4	0
CCCC(=O)Nc1ccc(NC(=O)c2ccc(I)cc2)cc1	-5	2
COc1ccc(/C=C2/N=C(c3cccc(Cl)c3Cl)OC2=O)c(OC)c1OC	0	-3
Cc1ccc(C2=NN(S(C)(=O)=O)C(c3ccc(C)cc3)C2)cc1 (stereo not drawn)	-5	2
COc1ccc(Nc2nc(C)nc3c2CCC3)cc1Cl	20	-13
CSc1ncc(C(=O)NN)n1C	.	-1
Cc1cc(C)cc(NC(=O)C2CC(=O)N(c3cccc(C)c3)C2)c1 (stereo not drawn)	-2	-2
CC(=O)Nc1ccc(-c2noc(C3CCCN(C(=O)CCc4ccccc4)C3)n2)cc1 (stereo not drawn)	1	1
Cc1ccc([N+](=O)[O-])cc1-c1ccc(C=O)o1	14	-3
CC(C)(C)CC(=O)N1CCCC(c2nc(CCNC(=O)C3CC3)cs2)C1 (stereo not drawn)	2	2
O=[N+]([O-])c1ccccc1S(=O)(=O)NCCc1cccc(Cl)c1	14	0
CCC(C)(C)C(=O)Nc1nnc(C(C)C)s1	-1	.
COc1cccc(NC2=C(n3nnc4ccccc43)C(=O)c3ccccc3C2=O)c1	8	-1
O=C1/C(=C/c2cccc(O)c2)Sc2ccccc21	13	-6
CCCCOc1ccc(C(=O)Nc2c3c(nn2-c2cccc(C)c2C)CS(=O)C3)cc1 (stereo not drawn)	20	0
CN1CCCN(C(=O)c2cc3cn(C4CCCC4)cc3s2)CC1	34	8
O=C(C1CCCN(c2nnc3ccccn23)C1)N1CCN(c2ccccc2Cl)CC1 (stereo not drawn)	14	2
CCOC(=O)C=Cc1ccc(OC)cc1	.	-18
COc1cccc(NC(=O)Nc2nnc(COc3ccccc3F)s2)c1	3	17
O=[N+]([O-])c1ccn(-c2nc(-c3ccco3)cc(C(F)(F)F)n2)n1	-2	3
O=C(NC1CCCC1)c1ccc(SCCN2CCOCC2)nc1	-5	-5
COc1ccc(C(=O)N2CCC3(CC2)NC(=O)N(Cc2ccccc2Cl)C3=O)c(C)c1	11	-3
Cn1c(=O)c2ccnn2c2ccc(C(=O)NCc3ccc(C(F)(F)F)cc3)cc21	3	0
O=C(NCc1ccc2c(c1)OCO2)Nc1cccc(Cl)c1	-19	1
CCOC(=O)c1ccccc1Nc1nc(C)nc2c1CCC2	-7	-11

Single records (already shown). Values in the order: mHTT-CaM PPI inh	Pf apPOL inh
Shown for CCOc1cc(N2CCCC2)ccc1[N+](=O)[O-] = 7	1
Shown for Cc1cccc(NC(=O)N2CCC(c3cc(N)on3)CC2)c1 = -5	1

No new results follow: 4 of the compounds above.
SMILES	mHTT-CaM PPI inh	Pf apPOL inh
COc1cccc(NC2=C(n3nnc4ccccc43)C(=O)c3ccccc3C2=O)c1	8	-1
O=C1/C(=C/c2cccc(O)c2)Sc2ccccc21	13	-6
CCCCOc1ccc(C(=O)Nc2c3c(nn2-c2cccc(C)c2C)CS(=O)C3)cc1 (stereo not drawn)	20	0
CN1CCCN(C(=O)c2cc3cn(C4CCCC4)cc3s2)CC1	34	8

Remaining list, next part.
SMILES	mHTT-CaM PPI inh	Pf apPOL inh
CC(=O)N(C1=C(N2CCCC2)C(=O)c2ccccc2C1=O)c1cccc(Cl)c1	100*	1
O=C1NC2(CCN(Cc3ccc(F)cc3)CC2)N=C1c1cccc(Cl)c1	22	-7
CC1=NN(c2cccc(Cl)c2)C(=O)/C1=C/C=C/c1ccccc1Cl	9	-3
CCOc1ccccc1CN1CCC(C(=O)N2CCc3ccccc3C2)CC1	4	-1
CCCN(C)C(=O)c1c(C)sc2ccn(CC)c(=O)c12	-13	-1
N#CC1=C(N)OC2=C(C(=O)c3ccccc3C2=O)C1c1ccc(F)c(F)c1 (stereo not drawn)	2	6
COc1ccc(C2/C=C\CN(C(=O)Oc3ccc(C(F)(F)F)cc3)CC(=O)N2Cc2ccc(F)cc2)cc1 (stereo not drawn)	79*	-1
CC(=O)NCc1csc(C2CCCN(S(=O)(=O)c3cccc(C)c3)C2)n1 (stereo not drawn)	5	-2
O=c1oc2ccccc2c(NCCCN2CCOCC2)c1[N+](=O)[O-]	1	4
O=C(c1ccncc1)N1CCC(OCc2nc(C3CC3)no2)CC1	-3	-2
O=C(NCc1ccncc1)c1sc2ncccc2c1-n1cccc1	-3	0
O=C1Nc2cc(Cl)c(Cl)cc2N(O)N1c1ccc(Br)cc1F	-1	-68
O=C1c2ccccc2C(=O)N1CN(C(=O)c1ccccc1)c1ccc(Br)cc1	-1	26
COc1ccc(-c2nc(C(=O)NC3CC3)cs2)c(Cl)c1	2	94*
O=C(CCCc1ccccc1)Nc1cccnc1	-4	2
O=C(Nc1cccs1)N1CCOC(c2ccccc2)C1 (stereo not drawn)	30	-3
O=C(Nc1ccc(N2S(=O)(=O)c3ccccc3S2(=O)=O)cc1)c1ccccc1F	5	-14
Cc1c(NS(=O)(=O)N(C)C)c(=O)n(-c2ccccc2)n1C	-7	8
NC(=O)c1c(NC(=O)c2cccnc2)sc2c1CCCCCC2	-7	0
